NPC1 promoter act: NPC1 promoter activation. Huh7 NPC1 promoter luciferase reporter, 24 h. Potency, µM (highest dose often 9.22 µM), without a hit: at the highest dose activation, most hits filed as activators. 2.4% of 320,000 active. AID 485313;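 also: potency is read from the fitted curve at half-maximal effect; % of control where 0% means no effect; nearly all actives have a fitted effect of over 60% in size; reporter is driven by a mutant NPC1 promoter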
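Luminescence read-out of NPC1 promoter-driven luciferase in stably transfected Huh7 cells; compounds delivered in DMSO and left 24 h at 37C, 5% CO2, qHTS titration format.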
uPA surface inh: blocks generation of uPA at the cell surface. cell surface uPA generation assay, qHTS. Potency, µM (doses to about 38.3 µM), for the others: at the top dose activity change, negative = inhibition, hits mostly inhibitors. 0.31% of 330,000 active; active = well fitted inhibition curve with a large enough effect; inconclusive = small, poorly fitted or top-dose-only effect; inactive = no such curve, though single readings can be large or run the other way; tested in mouse RAW 264.7 cells; also: potency is read from the fitted curve at half-maximal effect; % is scaled to controls: 0 for no effect and ±100 for the full control effect; nearly all actives have a fitted effect of over 55% in size
Gal4-VP16 FLuc: inhibits Gal4-VP16 luciferase reporter, ROR gamma counter-screen | Drosophila S2 Gal4-VP16 UAS-luciferase, luminescence, 20 h | Potency, µM (series often up to 53.6 µM), for inactives: at the highest dose activity, negative = inhibition, most hits filed as inhibitors | 3.5% of 310,000 active | AID 2546;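 also: Gal4-VP16 expression switched on by copper sulfate through the metallothionein promoter; potency is read from the fitted curve at half-maximal effect; % is scaled to controls: 0 for no effect and ±100 for the full control effect; nearly all actives have a fitted effect of over 50% in size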
Rab9 promoter act: activates the Rab9 promoter; AID 485297; Huh7 Rab9 promoter-luciferase reporter, luminescence, 24 h; 2.8% of 320,000 active; Potency, µM (top dose mostly 9.22 µM), without a hit: at the highest dose activation, negative = inhibition, usual class: activators; also: potency is read from the fitted curve at half-maximal effect; % of control where 0% means no effect; nearly all actives have a fitted effect of over 60% in size
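Luminescence read-out: Huh7 cells stably expressing Rab9-luciferase, treated 24 h with compound at 37 °C, then lysed with luciferase reagent for 10 min at ambient before reading.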
FLuc modulator: counter-screen for miR-21 project: firefly luciferase inhibitors or activators | P08659 | purified FLuc, Km substrates, luminescence inhibition | Potency, µM (top dose mostly 57.5 µM), for the others: top-dose activity change, negative = inhibition, most hits filed as inhibitors | 6.9% of 360,000 active;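 also: potency is read from the fitted curve at half-maximal effect; plate controls were vehicle for no effect and reference inhibitor for full effect; nearly all actives have a fitted effect of over 55% in size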
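Purified P. pyralis luciferase, 10 nM final, with Km-level 10 uM D-luciferin and 10 uM ATP in 50 mM Tris acetate pH 7.5, 10 mM Mg acetate, 0.01% Tween-20, 0.05% BSA; 6-point qHTS titration about 60 µM downward; luminescence read.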
RORgamma inh: inhibitors of mouse ROR gamma transcriptional activity | Drosophila S2 Gal4-RORgamma UAS-luciferase reporter, 20 h | Potency, µM (highest dose often 53.6 µM), inactives show at the top dose activity change, negative = inhibition, usual class: inhibitors | 5.4% of 310,000 active | AID 2551; also: potency is read from the fitted curve at half-maximal effect; % is scaled to controls: 0 for no effect and ±100 for the full control effect; nearly all actives have a fitted effect of over 60% in size
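Luciferase reporter read in Schneider cells carrying Gal4-RORγ (mouse) and UAS-Photinus luciferase; cells given compound 1 h before 700 uM copper sulfate induction, then incubated 20 h at ambient temperature.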
ELG1 genotoxic: induces genotoxicity in HEK293T cells with luciferase-tagged ELG1 | HEK293T ELG1-luciferase reporter, luminescence, 16 h | Potency, µM (titrated, usually from 46 µM), without a hit: top-dose activity change, positive = activation, usual class: activators | 1.3% of 330,000 active; also: potency is read from the fitted curve at half-maximal effect; % of control where 0% means no effect; nearly all actives have a fitted effect of over 60% in size
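Reporter readout depends on ELG1 protein level, which increases with genetic stress. After 16 hr compound exposure at 37 °C, luciferase activity was quantified using ONE-Glo.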
Giardia kill: Giardia lamblia killing; 0.15% of 340,000 active; activity change, % at 7.66 µM, hits read low; AID 540267; Giardia lamblia trophozoite viability; in the data active = activity change below about -80%; inconclusive = between about -30% and that limit;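 also: parasites exposed to compound for two days anaerobically before the ATP read; % is scaled to controls: 0 for no effect and ±100 for the full control effect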
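ATP-content bioluminescence gauges trophozoite survival. Cells (100/well) receive compound and incubate anaerobically for 48 hrs at 37 deg C; detection reagent follows for 15-30 min at room temperature.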
Tb PFK inh: inhibitors of T. brucei phosphofructokinase. O15648. T. brucei PFK, ADP-Glo luminescence. Potency, µM (series often up to 57.5 µM), for the others: at the highest dose activity, negative = inhibition, actives largely listed as inhibitors. 0.17% of 330,000 active. AID 485367;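 also: potency is read from the fitted curve at half-maximal effect; 0% = uninhibited 1x PFK enzyme wells and -100% = no-enzyme wells; nearly all actives have a fitted effect of over 60% in size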
Target sequence (O15648 whole entry, looked up): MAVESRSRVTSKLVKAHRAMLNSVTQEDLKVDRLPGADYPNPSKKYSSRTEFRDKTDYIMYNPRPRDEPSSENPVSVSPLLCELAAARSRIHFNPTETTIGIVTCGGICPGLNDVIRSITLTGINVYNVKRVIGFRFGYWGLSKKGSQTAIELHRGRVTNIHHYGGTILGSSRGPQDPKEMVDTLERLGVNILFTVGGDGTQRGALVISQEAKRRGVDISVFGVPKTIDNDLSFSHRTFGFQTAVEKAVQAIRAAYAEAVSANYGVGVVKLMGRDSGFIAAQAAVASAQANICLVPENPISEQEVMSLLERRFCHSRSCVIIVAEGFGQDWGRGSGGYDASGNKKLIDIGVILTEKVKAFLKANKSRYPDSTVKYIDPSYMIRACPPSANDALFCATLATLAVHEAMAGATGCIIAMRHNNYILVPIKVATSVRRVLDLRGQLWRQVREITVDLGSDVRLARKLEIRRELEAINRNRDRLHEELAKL
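In TEA buffer at pH 8.0 with 5 mM MgCl2, enzyme (1.25 nM) converted F6P (0.5 mM) and ATP (0.1 mM) for 45 min at room temperature. ADP product was read by luciferase luminescence.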
KCNH2 3.1 inh: inhibitors of human KCNH2 3.1 potassium channel isoform | U2OS KCNH2 3.1, thallium flux FluxOr; active compounds read low | activity change, % (tested at about 1.8 µM) | 0.95% of 340,000 active;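 active = maximum activity change below -70%; inconclusive = maximum activity change from -70% to -50%; inactive = maximum activity change above -50%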;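 also: thallium influx rate constant from kinetic fluorescence after stimulation buffer; % is scaled to controls: 0 for no effect and ±100 for the full control effect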
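Thallium flux via FluxOr fluorescence (Red40 quencher, 45 min loading) in U2OS cells virally expressing the KCNH2 3.1 isoform (1.77 x 10^8 /mL virus, overnight at 37 C). Rate constants from 2-min kinetic reads post-stimulation, normalised to positive and negative controls.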
Coupling enz: coupling enzyme interference in Giardia aldolase counter-screen. coupling enzyme system counterscreen, AmpLite Red fluorescence. activity change, negative = inhibition, % at 58.2 µM, hits read low. 0.67% of 290,000 active. AID 2472; in the data active = activity change below about -30%; also: % is scaled to controls: 0 for no effect and ±100 for the full control effect
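Activity here indicates interference with the coupling reaction, not aldolase inhibition. Compounds at 57.5 uM final met coupling enzymes for 10 min at RT; substrate and AmpLite Red detection followed, with a 525/598 nm fluorescence read after 20 min.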
Active calls of the source: *; ? = inconclusive; . = no result given; & = joins results of further samples. Unless noted, calls follow the shape of the dose curve; as a rule, active = well fitted curve in the direction sought with a large enough effect; inconclusive = small, poorly fitted or top-dose-only effect, or another doubt; inactive = no such curve, though single readings can be large; an effect the other way counts as inactive or inconclusive.

nr | smiles | NPC1 promoter act | uPA surface inh | Gal4-VP16 FLuc | Rab9 promoter act | FLuc modulator | RORgamma inh | ELG1 genotoxic | Giardia kill | Tb PFK inh | KCNH2 3.1 inh | Coupling enz
1 | CCOC(=O)Cn1cnc2c(nnn2Cc2ccc(Cl)cc2)c1=O | -6% | . | 0% | 5% | 11% | 33% | 1% | -1 | -13% | -6 | 3
2 | Cc1cc(C)c2c(c1)-c1c(ssc1=S)C(C)(C)N2C(=O)CSc1nncn1C | 2% | -12% | -19% | -2% | 0% | -17% | -11% | -1 | -5% | -2 | 2
3 | CCn1nc(C)c(CN2CCCC(CNS(=O)(=O)c3ccc(OC)cc3)C2)c1C (stereo not given) | -5% | -15% | -5% | -7% | 4% | 2% | -6% | 6 | 4% | -3 | .
4 | C#CCOCCOCCOCCNc1nc(N2CCN(C(=O)Cn3cc(CCCCN)nn3)CC2)nc(N2CCN(C(=O)[C@H](CCCCN)n3cc(CCCC)nn3)CC2)n1 | -4% | 1% | . | 3% | -1% | . | 0% | -11 | 0% | 1 | .
5 | CC(C)C(NC(=O)c1ccc(Cl)cc1Cl)C(=O)N1CCC1 (stereo not given) | . | 8% | . | . | . | . | 1% | -26 | 0% | -1 | .
6 | CN(C)C1=NC[C@H](Cc2ccccc2)N1CC1CCCC1 | 1% | ? | . | -3% | 2% | . | -3% | -8 | -1% | -27 | .
7 | CCN=C1SC(C(=O)Nc2cccc(Cl)c2)CC(=O)N1CC (stereo not given) | 2% | 15% | -6% | -1% | -5% | 23% | -9% | -16 | 0% | 0 | 2
8 | CCOc1ccc(C(=O)NCC(=O)OCc2c(C)noc2C)cc1 | -3% | -10% | 5% | 2% | 2% | 25% | 3% | 5 | -3% | -17 | 1
9 | COc1ccc(CNC(=O)c2cc3cc(OC)ccc3oc2=O)cc1 | -16% | -3% | -5% | -1% | -16%&-13% | ? | 0% | -1 | 1% | -16 | 2
10 | O=C(Oc1ccccc1/C=C\C(=O)c1cc2ccccc2o1)c1cccc(F)c1 | 23% | -8% | ? | ? | 8.5µM* | ? | ? | -14 | 0% | -6 | -4
11 | CC(C)C(c1nnnn1Cc1ccccc1)N(Cc1ccco1)Cc1cccs1 (stereo not given) | -2% | 11% | -29% | -4% | 3% | ? | -10% | 6 | 0% | -14 | -1
12 | COC(=O)c1c(NC(=O)C2CC=CCC2C(=O)O)sc(C)c1C (stereo not given) | 2% | . | -5% | 7% | -1% | -39% | 3% | -7 | 6% | -21 | 26
13 | CCOc1ccc(OCC(=O)OCC(=O)Nc2ccccc2C#N)cc1 | -1% | 2% | . | 0% | 1% | . | 1% | 9 | 3% | -20 | .
14 | CC(C)CCOCC(O)CCC(=O)NNC(=S)Nc1ccccc1 (stereo not given) | -1% | 12% | ? | -1% | 1% | 11µM* | -2% | 2 | 3% | 0 | -1
15 | COc1ccc(C)cc1NC(=O)CCCN1C(=O)CN(C)C1=O | 1% | 0% | . | -2% | -4% | . | 0% | -6 | 1% | 4 | .
16 | Cc1ccc(NC(=O)c2cc(NC(=O)CCCC(=O)O)ccc2Cl)cc1Cl | 1% | 1% | -9% | -4% | ? | 2% | 0% | -23 | 0% | -4 | 4
17 | Cc1[nH]nc2c1C(c1ccccn1)N(c1ccc(Br)cc1)C2=O (stereo not given) | 5% | . | 16% | 4% | -16% | -6% | -6% | 5 | 25% | -3 | 5
18 | COc1ccc(CCNC(=O)C2CCCN(C(=O)N(C)C)C2)c(OC)c1 (stereo not given) | 0% | 0% | 2% | 0% | 1% | -26% | -1% | -7 | -1% | 6 | 0
19 | O=C(Nc1ccc(Nc2ccccc2)cc1)C1CC1 | 2% | 3% | 9% | 20% | ? | ? | ? | 11 | 0% | -4 | -12
20 | Cc1oc2ccc(OCc3ccc(Cl)cc3)cc2c1C(=O)O | 2% | 2% | 8% | 4% | ? | -2% | 14% | -28 | 0% | -1 | -12

Eleven of the compounds above, with one line to a screen.
[10] O=C(Oc1ccccc1/C=C\C(=O)c1cc2ccccc2o1)c1cccc(F)c1
[11] CC(C)C(c1nnnn1Cc1ccccc1)N(Cc1ccco1)Cc1cccs1 (stereo not given)
[12] COC(=O)c1c(NC(=O)C2CC=CCC2C(=O)O)sc(C)c1C (stereo not given)
[13] CCOc1ccc(OCC(=O)OCC(=O)Nc2ccccc2C#N)cc1
[14] CC(C)CCOCC(O)CCC(=O)NNC(=S)Nc1ccccc1 (stereo not given)
[15] COc1ccc(C)cc1NC(=O)CCCN1C(=O)CN(C)C1=O
[16] Cc1ccc(NC(=O)c2cc(NC(=O)CCCC(=O)O)ccc2Cl)cc1Cl
[17] Cc1[nH]nc2c1C(c1ccccn1)N(c1ccc(Br)cc1)C2=O (stereo not given)
[18] COc1ccc(CCNC(=O)C2CCCN(C(=O)N(C)C)C2)c(OC)c1 (stereo not given)
[19] O=C(Nc1ccc(Nc2ccccc2)cc1)C1CC1
[20] Cc1oc2ccc(OCc3ccc(Cl)cc3)cc2c1C(=O)O
assay / compound,10,11,12,13,14,15,16,17,18,19,20
NPC1 promoter act,23%,-2%,2%,-1%,-1%,1%,1%,5%,0%,2%,2%
uPA surface inh,-8%,11%,.,2%,12%,0%,1%,.,0%,3%,2%
Gal4-VP16 FLuc,?,-29%,-5%,.,?,.,-9%,16%,2%,9%,8%
Rab9 promoter act,?,-4%,7%,0%,-1%,-2%,-4%,4%,0%,20%,4%
FLuc modulator,8.5µM*,3%,-1%,1%,1%,-4%,?,-16%,1%,?,?
RORgamma inh,?,?,-39%,.,11µM*,.,2%,-6%,-26%,?,-2%
ELG1 genotoxic,?,-10%,3%,1%,-2%,0%,0%,-6%,-1%,?,14%
Giardia kill,-14,6,-7,9,2,-6,-23,5,-7,11,-28
Tb PFK inh,0%,0%,6%,3%,3%,1%,0%,25%,-1%,0%,0%
KCNH2 3.1 inh,-6,-14,-21,-20,0,4,-4,-3,6,-4,-1
Coupling enz,-4,-1,26,.,-1,.,4,5,0,-12,-12
